D2 antag: HTS Assay for Allosteric Antagonists of the Human D2 Dopamine Receptor: Primary Screen for Antagonists. HEK293 TREx D2 cells, calcium flux, dopamine EC80. 2% of 340,000 active. inhibition, % at 10 µM. AID 485344, 2010; in the data active means inhibition above about 30%; further: 0% is about no effect
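Tetracycline-induced HEK293 TREx cells expressing D2 receptor forced-coupled to calcium signalling, loaded with no-wash calcium dye. Compounds added and calcium flux read 180 s, then dopamine added at EC80 and read a further 180 s.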
USP1 inh: Inhibitors of USP1/UAF1: Primary Screen. Ubiquitin carboxyl-terminal hydrolase 1 (Homo sapiens), O94782. AID 743255, 2014. recombinant USP1/UAF1, Ub-Rhodamine cleavage fluorescence. 0.23% of 390,000 active. Potency, µM (highest dose often 57.1 µM), for inactives: at the highest dose activity change, negative = inhibition, actives largely listed as inhibitors; further: potency means the concentration at half of the fitted maximal effect; on the % scale 0 is the no-effect control and ±100 the full control effect; nearly all actives have a fitted effect of over 60% in size; inactives centre near -12
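USP1/UAF1 complex at 1 nM was preincubated with compound for 15 min at room temperature, then Ub-Rho substrate (150nM final) was added. Fluorescence (480/540 nm) was read kinetically, 6 reads every 60 seconds.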
TRHR agonist: qHTS for Small Molecule Agonists and Allosteric Enhancers of Human TRH Receptor: Primary Screen for Agonists | Thyrotropin-releasing hormone receptor (Homo sapiens), P34981 | TRHR cells, calcium flux fluo-8, FDSS agonist mode | activation, % at 2 µM | 0.18% of 360,000 active; in the data active means activation above about 30%; further: 0% is about no effect
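Fluo-8-loaded TRHR cells; 10 s baseline, compound added, kinetic Ca2+ fluorescence read 1/s, agonist mode.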
Pin1 inhibitor: qHTS Assay to Find Inhibitors of Pin1. Peptidyl-prolyl cis-trans isomerase NIMA-interacting 1 (Homo sapiens), Q13526. Pin1 FP peptide displacement, HiFluor488, 10 min. Potency, µM (top dose mostly 115 µM), for inactives: at the top dose activity, negative = inhibition, most hits filed as inhibitors. 0.009% of 390,000 active; active means well fitted inhibition curve with a large enough effect in the polarisation, with a control signal flat, not every such curve was filed as active; inconclusive means small, poorly fitted or top-dose-only effect, or effect the other way, or a change in a side signal; inactive means no such curve, though single readings can be large or run the other way; the % refers to the polarisation; further: potency means the concentration at half of the fitted maximal effect; on the % scale 0 is the no-effect control and ±100 the full control effect
Target sequence (Q13526 whole entry, looked up): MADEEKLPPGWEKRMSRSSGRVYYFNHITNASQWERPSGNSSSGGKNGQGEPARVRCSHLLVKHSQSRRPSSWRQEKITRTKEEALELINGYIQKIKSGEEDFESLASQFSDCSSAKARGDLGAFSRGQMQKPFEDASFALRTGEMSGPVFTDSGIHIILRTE
TRHR enhancer: qHTS for Small Molecule Agonists and Allosteric Enhancers of Human TRH Receptor: Primary Screen for Enhancers; Thyrotropin-releasing hormone receptor (Homo sapiens), P34981; TRHR cells, fluo-8 calcium fluorescence, EC20 TRH enhancement; enhancement, % at 2 µM; 0.66% of 360,000 active; in the data active means enhancement above about 30%; further: 0% is about no effect
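Enhancer read-out: after compound pinning and an initial kinetic agonist-mode read, an EC20 of TRH (10 nM final) was injected and fluo-8 calcium signal (Ex 480/Em 530) followed at 1 s/cycle for 100 cycles in TRHR-expressing cells.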
TrxR1 inh: qHTS Assay for Inhibitors of Mammalian Selenoprotein Thioredoxin Reductase 1 (TrxR1): qHTS. recombinant rTrxR1, NADPH fluorescence consumption, selenite substrate. Potency, µM (titrated, usually from 114 µM), for inactives: at the highest dose activity change, negative = inhibition, most hits filed as inhibitors. 1% of 390,000 active; further: potency means the concentration at half of the fitted maximal effect; on the % scale 0 is the no-effect control and ±100 the full control effect; nearly all actives have a fitted effect of over 65% in size
Target sequence (O89049 whole entry, looked up): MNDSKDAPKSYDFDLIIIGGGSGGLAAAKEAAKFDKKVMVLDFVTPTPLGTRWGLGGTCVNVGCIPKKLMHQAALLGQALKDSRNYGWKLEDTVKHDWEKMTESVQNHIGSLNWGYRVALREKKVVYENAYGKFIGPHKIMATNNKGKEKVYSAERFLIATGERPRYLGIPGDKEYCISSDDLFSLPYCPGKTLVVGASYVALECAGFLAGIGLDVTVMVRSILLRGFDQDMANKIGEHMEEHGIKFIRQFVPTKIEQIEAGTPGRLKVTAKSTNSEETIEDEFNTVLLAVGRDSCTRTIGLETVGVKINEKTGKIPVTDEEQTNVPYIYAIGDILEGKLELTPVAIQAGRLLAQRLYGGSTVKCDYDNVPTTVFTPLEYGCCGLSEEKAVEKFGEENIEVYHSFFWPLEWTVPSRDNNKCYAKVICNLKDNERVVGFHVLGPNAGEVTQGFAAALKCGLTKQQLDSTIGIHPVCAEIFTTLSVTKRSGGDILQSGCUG
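Rat TrxR1 (90 nM in the dispensed reagent) was pre-reduced with 400 uM NADPH for 5 min at room temperature, then incubated with compound for 15 min. After 400 uM selenite was added, NADPH fluorescence (Ex 340/Em 450 nm) was followed for 8 min.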
D2 ag: HTS Assay for Allosteric Agonists of the Human D2 Dopamine Receptor: Primary Screen for Agonists | D(2) dopamine receptor (Homo sapiens), P14416 | HEK293 T-REx D2 cells, calcium flux agonist mode | activation, % at 2 µM | 0.53% of 340,000 active;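 active means activation over 3 SD above normal in the single-dose calcium agonist read, cut at about 30% in these data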; further: 0% is about no effect
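In this primary screen, compounds producing a positive calcium signal within 180 s of addition to tetracycline-induced, force-coupled HEK293 Trex D2 cells are flagged; cells are dye-loaded with a no-wash calcium kit beforehand.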
TrxR1 substrate: qHTS Assay for Substrates of Mammalian Selenoprotein Thioredoxin Reductase 1 (TrxR1): qHTS; purified TrxR1 substrate turnover, NADPH consumption readout; Potency, µM (doses to about 114 µM), for inactives: top-dose activity change, negative = substrate turnover; 0.01% of 390,000 active; AID 588456, 2011; further: potency means the concentration at half of the fitted maximal effect; on the % scale 0 is the no-effect control and ±100 the full control effect; nearly all actives have a fitted effect of over 50% in size
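Rat TrxR1, dispensed at 90 nM, was prereduced with 400 uM NADPH (final) for 5 min at ~22 deg C, then incubated with compound 15 min before 400 uM selenite. A first-read NADPH fluorescence drop versus no-compound background flagged substrates.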
mIDH1 inhibitor: qHTS for Inhibitors of mutant isocitrate dehydrogenase 1 (IDH1): qHTS. 0.093% of 390,000 active. IDH1-R132H enzyme, NADPH consumption, diaphorase/resazurin fluorescence. Potency, µM (highest dose often 76.6 µM), without a hit: at the top dose activity change, negative = inhibition, hits mostly inhibitors; further: potency means the concentration at half of the fitted maximal effect; on the % scale 0 is the no-effect control and ±100 the full control effect; nearly all actives have a fitted effect of over 65% in size
Target sequence (O75874 whole entry R132H, stated change not applied): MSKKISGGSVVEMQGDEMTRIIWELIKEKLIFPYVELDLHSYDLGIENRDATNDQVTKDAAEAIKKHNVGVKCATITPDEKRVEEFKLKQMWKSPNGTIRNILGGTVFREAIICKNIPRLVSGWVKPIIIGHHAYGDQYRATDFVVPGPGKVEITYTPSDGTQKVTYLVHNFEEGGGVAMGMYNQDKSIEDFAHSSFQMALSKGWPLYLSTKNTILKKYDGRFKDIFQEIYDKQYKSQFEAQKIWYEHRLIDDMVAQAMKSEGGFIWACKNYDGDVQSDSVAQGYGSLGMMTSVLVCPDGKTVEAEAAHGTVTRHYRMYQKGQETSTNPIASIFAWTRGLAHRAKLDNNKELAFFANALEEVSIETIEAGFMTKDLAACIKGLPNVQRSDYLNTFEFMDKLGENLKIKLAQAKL
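IDH1-R132H (0.5 ug/mL dispensed) in pH 7.5 Tris buffer was preincubated 30 min with compound, then given a substrate mix of 0.016 mM NADPH and 2 mM alpha-KG for 80 min at room temperature; remaining NADPH was read by diaphorase/resazurin fluorescence.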
* = called active by the depositor; ? = inconclusive; nt = not tested or not shown; [ ] = another dose, or the depositor's remark. Unless noted, the call rests on the fitted dose curve; in most records, active means well fitted inhibition curve with a large enough effect; inconclusive means small, poorly fitted or top-dose-only effect; inactive means no such curve, though single readings can be large or run the other way.

SMILES	D2 antag	USP1 inh	TRHR agonist	Pin1 inhibitor	TRHR enhancer	TrxR1 inh	D2 ag	TrxR1 substrate	mIDH1 inhibitor
COc1ccc(-c2cc(C(=O)Nc3sc4c(c3C#N)CCCC4)c3ccccc3n2)cc1	-9	-12%	0.0	?	10	16%	0.6	49%[activator]	9%
O=C(O)/C=C/C(=O)NCCCc1ccccc1	14	-19%	1.1	-6%	2	-2%	0.0	-1%	-2%
Cc1ccc(C23CC4CC(CC(NC(=O)N5CCN(C)CC5)(C4)C2)C3)cc1	-5	-21%	1.3	2%	1	16%[57.1 µM]	2.1	10%[57.1 µM]	1%
Cc1cccc(/C(N)=N/OC(=O)C23CC4CC(CC(C4)C2)C3)c1	-11	-12%	0.6	5%	0	-4%	-7.8	-2%	8%
Cc1cccc(Oc2sc(C(=O)c3ccccc3)c(N)c2C#N)c1C	5	-9%	-0.5	?	3	-12%	-0.4	-2%	-2%
CCOc1ccc2nc(NC(=O)CSc3nc4cccnc4n3C)sc2c1	nt	-16%	-1.7	3%	12	-9%	nt	-10%	2%
CCS(=O)(=O)N1CCCC(C(=O)NC2CCCCC2C)C1 (stereo unspecified)	9	7%	-0.1	0%	2	-8%	0.1	-5%	-3%
O=C(Cc1ccccc1)NCc1cccnc1	2	-17%	0.7	1%	-5	14%[57.1 µM]	-0.2	-4%	1%
COc1ccc(C(=O)CSc2n[nH]c(-c3ccncc3)n2)cc1[N+](=O)[O-]	-6	2%	0.0	9%	1	-1%	-0.7	-8%	0%
O=C(CSCc1c(Cl)cccc1Cl)NN=C1CCCC1	-14	-24%	-0.5	-2%	-3	22%[57.1 µM]	-0.2	9%[57.1 µM]	21%
CNc1nnc(-c2ccc(N(C)C)cc2)s1	nt	-3%	-0.1	-1%	-8	?	nt	856%[activator]	0%
CN1CCc2c(c3c(n2C)CCN(C)C3c2ccc(F)cc2)C1c1ccc(F)cc1 (stereo unspecified)	nt	-13%	0.3	-15%	-1	?	nt	-8%	-1%
Cn1c(NC(=O)c2ccccc2F)cc(=O)n(C)c1=O	-13	?	-1.2	0%	2	2%	-0.1	3%	14%
CCNc1c(NC(=O)c2ccccc2OCC)c(=O)oc2ccccc12	nt	-17%	0.3	2%	-1	4%	-0.2	-1%	0%
Cc1cc(C)c2c(=O)cc(C(=O)Nc3nc4ccc(F)cc4s3)oc2c1	nt	-5%	0.0	0%	-2	24%	0.9	5%	3%
CC1(C)CC(=S)Nc2ccccc2S1	3	?	-0.8	-3%	-1	?	0.5	-7%	4%
CC(C)c1ccc(C2C(C#N)=C(N)N3C(=C2C#N)Sc2ccccc23)cc1 (stereo unspecified)	8	nt	-0.9	nt	7	nt	-0.6	nt	nt
COc1ccc(C2CC(=O)c3cnc(N4CCc5ccccc54)nc3C2)c(OC)c1 (stereo unspecified)	-6	nt	0.9	nt	25	nt	-0.5	nt	nt
CCc1sc(NS(C)(=O)=O)nc1-c1ccccc1	-10	-10%	-0.1	-1%	5	3%	0.5	6%	8%
CCOc1ccc(N2C(=O)CC(Cc3cc(C)cc(C)c3)C2=O)cc1 (stereo unspecified)	23	-20%	0.1	0%	3	23%	-1.3	7%	8%

4 entries out of the list, arranged by length of the SMILES, high to low.
SMILES	D2 antag	USP1 inh	TRHR agonist	Pin1 inhibitor	TRHR enhancer	TrxR1 inh	D2 ag	TrxR1 substrate	mIDH1 inhibitor
CN1CCc2c(c3c(n2C)CCN(C)C3c2ccc(F)cc2)C1c1ccc(F)cc1 (stereo unspecified)	nt	-13%	0.3	-15%	-1	?	nt	-8%	-1%
CCOc1ccc(N2C(=O)CC(Cc3cc(C)cc(C)c3)C2=O)cc1 (stereo unspecified)	23	-20%	0.1	0%	3	23%	-1.3	7%	8%
O=C(O)/C=C/C(=O)NCCCc1ccccc1	14	-19%	1.1	-6%	2	-2%	0.0	-1%	-2%
O=C(Cc1ccccc1)NCc1cccnc1	2	-17%	0.7	1%	-5	14%[57.1 µM]	-0.2	-4%	1%

Not a retest: an excerpt of the list.
SMILES	D2 antag	USP1 inh	TRHR agonist	Pin1 inhibitor	TRHR enhancer	TrxR1 inh	D2 ag	TrxR1 substrate	mIDH1 inhibitor
Cc1cccc(/C(N)=N/OC(=O)C23CC4CC(CC(C4)C2)C3)c1	-11	-12%	0.6	5%	0	-4%	-7.8	-2%	8%
Cc1cccc(Oc2sc(C(=O)c3ccccc3)c(N)c2C#N)c1C	5	-9%	-0.5	?	3	-12%	-0.4	-2%	-2%

(cont.)
SMILES	D2 antag	USP1 inh	TRHR agonist	Pin1 inhibitor	TRHR enhancer	TrxR1 inh	D2 ag	TrxR1 substrate	mIDH1 inhibitor
CCCN(CC(=O)Nc1ccccc1C)C(=O)CCl	-3	2%	0.8	0%	-1	?	0.0	8%[57.1 µM]	10%
Cn1c(=O)c2c(nc(Oc3ccc(-c4ccccc4)cc3)n2C)n(C)c1=O	13	-19%	0.2	-7%	-3	4%	-1.0	2%	4%
Cc1cccc(NC(=O)NNC(=O)c2cc(-c3ccccc3Cl)nc3ccccc23)c1	2	-18%	0.0	24%	2	14%[57.1 µM]	0.0	1%[57.1 µM]	-1%
CC(C)=C1C2CCC1C1C(=O)N(c3ccc(C)c(C)c3)C(=O)C21 (stereo unspecified)	6	-3%	0.4	-2%	2	17%[57.1 µM]	0.2	-9%	9%
CCOc1ccc(N(CC(=O)NC2CCCCC2)C(=O)CNC(=O)c2cccs2)cc1	-9	-8%	0.9	1%	1	3%[57.1 µM]	-0.1	8%[57.1 µM]	4%
Cc1ccc(CN(C(=O)c2ccc([N+](=O)[O-])cc2)C2CCS(=O)(=O)C2)o1 (stereo unspecified)	5	-12%	0.2	-10%	0	10%[57.1 µM]	-0.2	0%[57.1 µM]	4%
COc1ccc(N=C2S/C(=C\c3ccc(C)s3)C(=O)N2CC(C)C)cc1	nt	0%	nt	-7%	nt	10%	nt	1%	2%
Cc1cc2c(cc1S(=O)(=O)N1CCN(c3ccccc3)CC1)OCC(=O)N2	13	-15%	0.0	3%	-3	14%[57.1 µM]	1.0	3%[57.1 µM]	-10%
Cc1ccc(-c2cnc(SCC(=O)N3CCCc4ccccc43)n2C)cc1	-2	-26%	-0.9	3%	-2	7%	-2.9	5%	1%
O=C(NCc1ccco1)C(c1cccnc1)N(C(=O)Cn1nnc2ccccc21)c1ccc(F)cc1 (stereo unspecified)	11	-23%	-0.6	-2%	-2	12%[57.1 µM]	-0.5	-8%[57.1 µM]	5%
CCc1ccccc1N1CC(c2nc3ccccc3n2CCCCOc2ccccc2OC)CC1=O (stereo unspecified)	nt	-4%	3.8	12%	-18	7%	3.2	-6%	-3%
Nc1cc(N2CCCCCC2)c2nonc2c1[N+](=O)[O-]	-7	?	4.4	?	-1	18%	3.7	-2%	-4%
CCC(=O)Nc1ccc(-c2nnc(SCc3ccc(C(=O)Nc4nccs4)cc3)n2CC)cc1	-25	-14%	-0.8	4%	-1	-6%	-0.8	-10%	0%
Cc1cc(N2C(=O)C(O)=C(C(=O)c3ccc(C)o3)C2c2ccc(OCc3ccccc3)cc2)no1 (stereo unspecified)	7	-11%	1.3	9%	0	-11%	0.2	-10%	-1%
Cc1c(=O)n(OCc2ccccc2)c2ccccc2[n+]1[O-]	0	-1%	0.1	0%	-2	-6%[57.1 µM]	-0.2	6%[57.1 µM]	3%
Cn1ncc(Cl)c1C(=O)Nc1ccc(CN2CCCCC2)cc1	-18	-9%	0.7	-6%	0	10%	0.6	-5%	-7%
COc1ccc(/C=N/NC(=O)C(C)n2cnc3ccccc3c2=O)cc1OC (stereo unspecified)	11	-11%	0.3	4%	9	-2%	2.5	-3%	0%
Cn1ccsc1=NC(=O)c1ccc(OC(F)(F)F)cc1	15	-13%	0.7	-3%	-3	3%	-1.3	6%[57.1 µM]	6%
CCOC(=O)C1CCCN(CC(=O)N(C)c2c(N)n(Cc3ccccc3)c(=O)[nH]c2=O)C1 (stereo unspecified)	nt	-23%	nt	1%	nt	18%	nt	2%	12%
COC(=O)c1ccc(NC(=O)CC2C(=O)N(c3ccc(F)cc3)C(=O)N2Cc2ccc(OC)cc2)cc1 (stereo unspecified)	nt	-7%	0.8	-2%	-4	-8%	9.1	-8%	11%
COc1cc(OC)cc(C(=O)NCc2ccc3c(c2)OCO3)c1	nt	-15%	-0.6	50%[activator]	1	4%[57.1 µM]	nt	7%[57.1 µM]	-1%
CCOc1ccccc1NC(=O)C1CCCCN1S(=O)(=O)c1ccc(F)cc1 (stereo unspecified)	12	-3%	-0.4	13%	-5	21%	0.8	-1%	3%
Cc1ccc(C(CC(=O)O)Nc2nc(N3CCCCC3)nc(N3CCCCC3)n2)cc1 (stereo unspecified)	25	-14%	-1.0	-10%	0	21%[57.1 µM]	-1.3	11%[57.1 µM]	4%
CCOc1ccccc1N1CCN(CC(=O)Nc2ncc(C)s2)CC1	nt	-10%	0.6	0%	3	28%	nt	2%	1%

High-throughput results from PubChem.

Not all compounds are listed. The share of hits here may be higher or lower than overall.
